Assay outcomes deposited in PubChem BioAssay by Southern Research Specialized Biocontainment Screening Center.
inhibitors of VEEV: inhibitors of VEEV TC-83 cytopathic effect, confirmation, Vero cells (AID 588727); Vero cells, VEEV TC-83 cytopathic effect inhibition; higher % means a stronger effect; inhibition, % at 20 µM, or IC50 in µM where a hit was titrated; 350,000 compounds, 0.13% hits; in the data active = a potency from the dose series; inconclusive = inhibition mostly from about 14% at the one dose, without a potency; inactive = the rest, 99 in 100 with inhibition below about 12%; note: strong numbers were not always called active
tuberculosis growth: growth inhibition of non-replicating M. tuberculosis (AID 488890); inhibition, % at 25 µM, or IC50 in µM where a hit was titrated; 320,000 compounds, 0.39% hits; Mycobacterium tuberculosis non-replicating, growth inhibition; higher % means a stronger effect; in the data active = a potency from the dose series; inconclusive = inhibition mostly from about 82% at the one dose, without a potency; inactive = the rest, 99 in 100 with inhibition below about 76%;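 note: plate controls were DMSO cells for no effect and high antibiotic wells for full effect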
Salmonella PhoP GFP: PhoP regulon inhibitors, Salmonella typhi PhoP promoter GFP reporter, confirmatory (AID 1850) | Salmonella Typhi PhoP-promoter GFP reporter, fluorescence, 4 h; higher % means a stronger effect | one-dose inhibition, % at 50 µM; IC50 in µM for titrated hits | 310,000 compounds, 0.33% hits; in the data active = a potency from the dose series; inconclusive = inhibition mostly from about 25% at the one dose, without a potency; inactive = the rest, 99 in 100 with inhibition below about 19%;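 note: 0% = induced wells with vehicle and 100% = uninduced wells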
H37Rv inhibition: M. tuberculosis growth inhibition, HTS (AID 449762); M. tuberculosis H37Rv growth inhibition, 7H9 media; higher % means a stronger effect; inhibition, % at 25 µM, or IC50 in µM where a hit was titrated; 330,000 compounds, 0.59% hits; in the data active = a potency from the dose series; inconclusive = inhibition above about 70% without an active follow-up result;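 note: bacterial growth assessed after seven days of incubation; strong numbers were not always called active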
influenza NS1A: H1N1 influenza NS1A inhibitors, functional cell based assay (AID 504329); NS1A functional cell-based assay, percent inhibition; higher % means a stronger effect; inhibition, % at 12.5 µM, or IC50 in µM where a hit was titrated; 340,000 compounds, 0.3% hits; in the data active = a potency from the dose series; inconclusive = inhibition above about 27% without an active follow-up result; note: strong numbers were not always called active
inhibitors of VEEV 10K pilot screen: second read-out of inhibitors of VEEV, no call of its own (marks repeat the call); inhibition, %; measured here: 10K pilot screen inhibition
The depositor's hits bear a star; i = inactive; ? = inconclusive; / = no result given.

SMILES | inhibitors of VEEV | tuberculosis growth | Salmonella PhoP GFP | H37Rv inhibition | influenza NS1A | others
CC(O)C1C=CC=CC(=O)OC2CC3OC4C5OC5(C)C(O)CC4(COC(=O)C(O)C(C)CCO1)C2(C)C31CO1 (stereo not given) | 9.7% | / | / | / | -2%
O=C(NNC(=O)c1ccc(-c2ccc([N+](=O)[O-])cc2)o1)c1ccncc1 | 2.4% | 56% | / | ? | -5%
Cn1c(=N)n(CC(=O)c2ccc(F)cc2)c2ccccc21 | 0.2% | 7% | 3% | 39% | 17%
CCOC(=O)[C@H]1[C@H]2COc3ccc(Cl)cc3[C@H]2N2C(=O)CNC(=O)[C@@]12C | 0.6% | -7% | / | 2% | -21%
O=C(Nc1ccccc1C(=O)NCc1ccco1)Nc1cccc2ccccc12 | 12% | 30% | -5% | 5% | 2%
COc1ccccc1NC(=O)c1ccccc1Nc1ccccc1 | 4.1% | -8% | -14% | 18% | -24%
COc1ccc(NC(=O)CSc2nnc(-c3ccccn3)n2-c2ccccc2)cc1OC | 5.4% | 1% | -2% | 5% | 4% | inhibitors of VEEV 10K pilot screen=1.4
Cc1cc2c(=O)n(CC(=O)NCC(=O)Nc3ccc(C(C)C)cc3)cnc2s1 | 1.5% | -3% | -22% | 14% | 13%
CN(C)C=Nc1nonc1N | 1.7% | 0% | -10% | 10% | 4%
Nc1cc(N)nc(SCC(=O)Nc2ccc3c(c2)OCO3)n1 | 1.1% | / | 6% | -3% | -2%

Reprinted from the part before: 7 compounds, then new ones.
SMILES | inhibitors of VEEV | tuberculosis growth | Salmonella PhoP GFP | H37Rv inhibition | influenza NS1A | others
CCOC(=O)[C@H]1[C@H]2COc3ccc(Cl)cc3[C@H]2N2C(=O)CNC(=O)[C@@]12C | 0.6% | -7% | / | 2% | -21%
O=C(Nc1ccccc1C(=O)NCc1ccco1)Nc1cccc2ccccc12 | 12% | 30% | -5% | 5% | 2%
COc1ccccc1NC(=O)c1ccccc1Nc1ccccc1 | 4.1% | -8% | -14% | 18% | -24%
COc1ccc(NC(=O)CSc2nnc(-c3ccccn3)n2-c2ccccc2)cc1OC | 5.4% | 1% | -2% | 5% | 4% | inhibitors of VEEV 10K pilot screen=1.4
Cc1cc2c(=O)n(CC(=O)NCC(=O)Nc3ccc(C(C)C)cc3)cnc2s1 | 1.5% | -3% | -22% | 14% | 13%
CN(C)C=Nc1nonc1N | 1.7% | 0% | -10% | 10% | 4%
Nc1cc(N)nc(SCC(=O)Nc2ccc3c(c2)OCO3)n1 | 1.1% | / | 6% | -3% | -2%
CC(=O)N1c2ccccc2Nc2ccccc21 | 0.3% | -29% | 4% | 3% | 1%
O=C1CCCN1CN(C(=O)c1ccccc1)c1ccc(F)cc1 | i | 2% | -5% | 2% | 0%
COc1cc2c(cc1OC)CN(C(=O)/C=C/c1ccc([N+](=O)[O-])cc1)CC2 | 4.5% | 28% | 11% | 4% | 5%
COc1cc(NC(=O)Cc2cccs2)ccc1-n1cnnn1 | 1.6% | -10% | 16% | 7% | -20%
CCn1cc(CN2CCC(n3nccc3NC(=O)C(OC)c3ccccc3)CC2)cn1 (stereo not given) | 0.4% | -10% | -6% | -20% | -12%
COc1ccc(CCNS(=O)(=O)c2ccc3oc(C(=O)O)c(C)c3c2)cc1OC | 2.9% | -12% | 5% | -14% | 4%
Nc1nonc1-n1nnc(C(=O)N/N=C/c2ccccc2Cl)c1-c1ccccc1 | 0.8% | -7% | 2% | -7% | 5%
Cc1ccc(C)c(OCC(=O)Nc2ccc(C(=O)O)cc2NC(=O)COc2cc(C)ccc2C)c1 | 4.5% | -5% | -7% | 1% | -5%
CC1(C)CC(=S)Nc2ccccc2S1 | 0.9% | 30% | -5% | -15% | -6%
O=C(CN1C(=O)NC2(CCCCCC2)C1=O)NCc1ccc(Cl)cc1 | 1.1% | 6% | / | 2% | -6%
CCOc1cc(C2NC(=O)NC(O)(C(F)(F)F)C2C(=O)c2ccc(OC)cc2)ccc1O (stereo not given) | i | 17% | -14% | -2% | -20%
O=C(CP(=O)(O)CC(=O)c1ccccc1)c1ccccc1 | 0.4% | -3% | 3% | 2% | 6%
COc1ccc(-n2c(N)cc(=O)nc2SCC(=O)NC2CCCCC2)cc1 | i | / | / | / | -1%
O=C(NC1CCCC1)C(c1ccncc1)N(C(=O)Cc1cccs1)c1ccc(F)cc1 (stereo not given) | 7.6% | 1% | 10% | 14% | 6%
Cc1ccc(NC(=O)c2noc3c2CCCCC3)cc1 | 4.0% | 3% | 6% | -10% | -2%
O=C(C#Cc1ccccc1)Nc1cccc(F)c1 | 14% | ? | 2% | ? | -4%
O=C(OCC(=O)N1CCN(c2ccccc2)CC1)C1CCCN1S(=O)(=O)c1ccc(Cl)cc1 (stereo not given) | 0.8% | / | / | / | -11%
CCOc1cc2[nH]c(=S)n(C3CCN(Cc4ccccc4)CC3)c(=O)c2cc1OCC | i | 1% | -1% | 30% | -6%
CCN(CC)S(=O)(=O)c1cc(NC(=O)CSc2n[nH]c(N)n2)ccc1C | i | -4% | / | 0% | 3%
Cc1ccc(-n2c3c(cc(C(=O)NCC(=O)c4ccccc4)c2=O)C(=O)CCC3)cc1 | 2.0% | -3% | -4% | -22% | -3%
O=C1CCCN1CN(C(=O)c1ccccc1)c1ccccc1 | i | -7% | 4% | -2% | -8%
CCCN1CCN(CCCNC(=O)CCNC(=O)Cn2ccc3ccccc3c2=O)CC1 | i | -1% | -1% | 5% | 9%
CCC(CC)C(=O)N1CC(=O)Nc2ccc(F)cc2C1c1ccc(F)cc1 (stereo not given) | i | 22% | -5% | -16% | 6%
CCC12CN3CCN(CC(C3)/C1=N/NC(=O)c1ccncc1)C2 | 1.2% | 58% | -1% | ? | 5%
Cc1ccc(C(=O)N2CCCCC2)cc1NC1=C(Cl)C(=O)N(Cc2ccccc2)C1=O | 5.4% | 39% | / | -4% | 1%
O=Cc1cccc2ccc3cccc(C(=O)O)c3c12 | 2.0% | -3% | -12% | 4% | 9%
NC(=O)CSc1nnc(COc2cccc3ccccc23)o1 | 0.4% | ? | 2% | -2% | 3%
OCC#CCSc1nnc(-c2ccncc2)o1 | i | / | -1% | 43% | -23%
C=CCNC(=O)c1c(CSc2ccc(Cl)cc2)noc1C(=O)NCc1ccccc1 | 2.4% | 16% | -5% | 5% | 3%
OCCN1CCN(CC(O)COCCOc2ccc(Br)cc2)CC1 (stereo not given) | i | -27% | 0% | 5% | -3%

Reprinted at random: 2 entries already listed.
SMILES | inhibitors of VEEV | tuberculosis growth | Salmonella PhoP GFP | H37Rv inhibition | influenza NS1A | others
O=C(OCC(=O)N1CCN(c2ccccc2)CC1)C1CCCN1S(=O)(=O)c1ccc(Cl)cc1 (stereo not given) | 0.8% | / | / | / | -11%
COc1ccccc1NC(=O)c1ccccc1Nc1ccccc1 | 4.1% | -8% | -14% | 18% | -24%

(further entries)
SMILES | inhibitors of VEEV | tuberculosis growth | Salmonella PhoP GFP | H37Rv inhibition | influenza NS1A | others
Cc1cc(C)c(S(=O)(=O)c2cccc(C(F)(F)F)c2)c(=O)[nH]1 | 0.0% | -13% | -8% | 5% | -9%
c1cc(SC2CCCCC2)cc(-c2nc3cnccn3c2NC2CCCCC2)c1 | ? | 63% | / | ? | -21%
COCCCNC(=O)c1ccc([N+](=O)[O-])c(Cl)c1 | i | -1% | -9% | 3% | -3%
CN(C(=O)c1cccc(NC(=O)Cc2cccc(NC(=O)C3CCN(C(=O)C4CCCCC4)CC3)c2)c1)C1CCC1 | i | / | / | / | -6%
CCOc1ccc(NC(=O)CN(C)C(=O)c2cccnc2Sc2ccccc2Cl)cc1OCC | 8.4% | 4% | 7% | -1% | -12%
O=C(C1CCCN(S(=O)(=O)Cc2ccccc2)C1)N1CCc2ccccc21 (stereo not given) | 0.8% | 6% | 3% | -1% | -6%
O=C(CSc1nnc(-c2ccc(O)cc2)n1-c1ccccc1)CC(=O)Nc1ccccc1 | 0.6% | 1% | -4% | 3% | 3% | inhibitors of VEEV 10K pilot screen=3.0
CN1C(=O)N(C)C(=O)C2(Cc3ccccc3N3CCOCC32)C1=O (stereo not given) | i | -30% | -15% | -7% | 11%
Cc1ccc(S(=O)(=O)NCC(=O)NCc2ccncc2)cc1 | i | -2% | 3% | 1% | -5%
COc1cccc(NS(=O)(=O)c2c(C)nc3sccn3c2=O)c1 | 1.4% | -14% | 6% | -9% | 26% | inhibitors of VEEV 10K pilot screen=0.2
COc1ccccc1C(=O)N1CCC(N2CCN(c3ccccc3)CC2)CC1 | 0.7% | -11% | -4% | -7% | 7%
O=C1NC(CCc2ccccc2)C(=O)N1CCOc1ccccc1 (stereo not given) | 1.1% | 25% | 3% | -3% | -2%
COc1ccc(OC(C)=O)c(C2c3cc(OC)c(OC)cc3CCN2C(C)=O)c1 (stereo not given) | i | 1% | -5% | -4% | 2%
CCN(CC(=O)Nc1cccc(C(C)=O)c1)S(=O)(=O)c1ccc(OC)cc1 | 1.8% | 5% | -5% | 4% | -11%
CC(=NNc1nc2ccccc2s1)c1ncccn1 | >25µM* | / | / | / | 5µM*
O=C(N[C@@H](Cc1c[nH]c2ccccc12)C(=O)O)c1ccccc1Cl | 0.6% | -1% | -11% | -6% | -5%
C[N+]1(C)C2CC[C@H]1CC(OC(=O)C(CO)c1ccccc1)C2 (stereo not given in full) | i | 0% | 6% | 4% | -1%
CCOC(=O)C1CCN(C2=NC(=O)/C(=C/c3ccccc3OC)S2)CC1 | 0.9% | 0% | -2% | -1% | 24%
O=C(Cc1ccccc1)NCCc1cnc[nH]1 | 0.4% | 2% | 1% | 5% | 0%
COc1ccc(N(CC(=O)NCCC2=CCCCC2)S(C)(=O)=O)cc1 | 0.3% | 1% | 4% | 0% | 4%

Structural class: the entries above containing a thiophene ring, fused or not (3)
SMILES | inhibitors of VEEV | tuberculosis growth | Salmonella PhoP GFP | H37Rv inhibition | influenza NS1A | others
Cc1cc2c(=O)n(CC(=O)NCC(=O)Nc3ccc(C(C)C)cc3)cnc2s1 | 1.5% | -3% | -22% | 14% | 13%
COc1cc(NC(=O)Cc2cccs2)ccc1-n1cnnn1 | 1.6% | -10% | 16% | 7% | -20%
O=C(NC1CCCC1)C(c1ccncc1)N(C(=O)Cc1cccs1)c1ccc(F)cc1 (stereo not given) | 7.6% | 1% | 10% | 14% | 6%

Other structures
SMILES | inhibitors of VEEV | tuberculosis growth | Salmonella PhoP GFP | H37Rv inhibition | influenza NS1A | others
COc1ccc(CN2CCN(C3CCC3)CC2CCO)c(C)c1C (stereo not given) | 0.8% | 9% | -5% | -2% | -20%
O=C1c2cccc3cccc(c23)C(=O)N1/N=C/c1c(O)n(-c2ccccc2)c(=O)[nH]c1=O | 2.4% | -4% | -22% | -2% | -5%
Cc1cccc(C(=O)NCCCNC(=O)c2ccc(C)nc2)c1 | i | -10% | 8% | -2% | -3%
Fc1ccc(-c2nnc(-c3ccc4ccccc4c3)o2)cc1 | 2.9% | / | / | / | -48%
CCOc1ccc2nc(SC(CC)C(=O)Nc3cc(C)on3)sc2c1 (stereo not given) | 0.5% | 37% | 7% | -2% | 10%
CCCOC(=O)c1cccc(Nc2nc(-c3cccnc3)nc3ccccc23)c1 | 7.0% | 45% | -4% | 25% | 1%
O=C(Nc1ccc2c(c1)CCC2)c1ccc(Cl)nc1 | 3.6% | ? | 8% | ? | 3%
C[C@]12CCC(=O)C=C1CC[C@@H]1C2CC[C@]2(C)C(=O)CCC12 (stereo not given in full) | 0.7% | -3% | -12% | -1% | -3%
O=C(CSc1n[nH]c(-c2ccccc2)n1)N1CCCC1 | 3.3% | 1% | 8% | -8% | 3%
CS(=O)(=O)Nc1cccc(-c2cnc3ccccc3n2)c1 | 2.0% | 23% | 0% | 5% | -9%
CCN(CC)CCN(Cc1cc2cccc(C)c2[nH]c1=O)C(=S)Nc1ccccc1 | 6.5% | 33% | 9% | 5% | 7%
O=C(CCC1CCCC1)Nc1ccc(C(=O)NCc2cccnc2)cc1 | i | 28% | -7% | -4% | -4%
Cn1c(=O)oc2cc(S(=O)(=O)N3CCC(C(=O)Nc4ccc(OC(F)(F)F)cc4)CC3)ccc21 | 1.3% | 4% | 1% | 2% | -2%
O=C(NCCC1=CCCCC1)NC12CC3CC(CC(C3)C1)C2 | 2.8% | 3% | -4% | <0.2µM* | 7%
CCCN1CNC(=S)N(c2ccccc2OCC)C1 | i | -6% | -6% | 1% | 17%
Cc1sc(NC(=O)CSc2nnnn2C)c(C#N)c1C | 2.9% | -3% | 2% | 6% | -5%
CCOC(=O)C(O)(c1ccc(NC(=O)c2ccc(Cl)c(Cl)c2)cc1)C(F)(F)F (stereo not given) | i | -9% | 0% | 3% | 1%
COc1ccc(CCNC(=O)c2nn(C)cc2Cl)cc1 | 1.4% | -1% | 1% | -6% | 2%
